# OXTR potentiator – potentiates the human oxytocin receptor response; P30559; CHO-OTR cells, Fluo-8 calcium fluorescence, potentiator mode; 0% = oxytocin EC15, 100% = EC100; activation, % at 3 µM; 320,000 tested, 0.061% active;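 active means activation above that plate's cutoff, the mean activation of tested compounds plus 3 SD, cut at about 6.6% in these data, passing the limit was not always enough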;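 further: 100% uses oxytocin at 75 nM as the full agonist control; some results filed as inactive read as strong as hits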
#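 System: human OTR in CHO cells; Also added: sub-maximal oxytocin, roughly EC15; Timing: compound 6 min at room temperature before oxytocin, 100 s read; Technique: Fluo-8 intracellular calcium fluorescence, ex 470-495, em 515-575 nm; Controls: oxytocin EC15 low and EC100 high; Replication: singlicate.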
# V1R ag counter – activates human V1a receptor in oxytocin agonist counter-screen | P37288 | CHO-V1R cells, Fluo-8 calcium fluorescence, agonist mode; 0% DMSO, 100% 3 nM vasopressin | activation, % at 3 µM | 320,000 tested, 0.25% active;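 active means activation above the mean activation of all tested compounds plus 3 SD, per screening run, cut at about 20% in these data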;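 further: signal is peak over basal fluorescence ratio across a 100 second FLIPR read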
# Target sequence (P37288 whole entry, looked up): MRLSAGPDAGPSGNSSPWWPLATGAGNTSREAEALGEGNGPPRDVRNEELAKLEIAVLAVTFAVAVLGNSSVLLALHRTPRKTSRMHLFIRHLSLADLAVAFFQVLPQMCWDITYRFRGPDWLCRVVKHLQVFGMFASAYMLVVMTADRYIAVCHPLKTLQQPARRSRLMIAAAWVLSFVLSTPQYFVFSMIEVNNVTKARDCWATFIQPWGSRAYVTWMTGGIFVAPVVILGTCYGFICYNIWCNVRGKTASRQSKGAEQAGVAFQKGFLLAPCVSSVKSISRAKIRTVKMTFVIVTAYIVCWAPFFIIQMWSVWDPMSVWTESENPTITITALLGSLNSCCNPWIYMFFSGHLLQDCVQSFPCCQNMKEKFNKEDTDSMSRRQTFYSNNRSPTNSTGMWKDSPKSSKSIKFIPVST
# OXTR ag – human OXTR agonism; P30559; CHO-OTR cells, Fluo-8 calcium fluorescence; normalized: DMSO 0%, oxytocin 100%; activation, % at 3 µM; 320,000 tested, 0.32% active; AID 2435;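 active means activation above the mean of all tested compounds plus 3 SD, cutoff set per screening run, cut at about 20% in these data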;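 further: peak over basal fluorescence ratio from a 100 s FLIPR kinetic read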
# MEKK2 WT-MEK5 – raises or lowers MEK5 binding to wildtype human MEKK2 PB1 domain. bead flow cytometry, Alexa488-MEK5 binding to MEKK2 WT; actives lie on both sides. binding response (% of control), % at 10 µM. 290,000 tested, 1.1% active. Q9Y2U5; in the data active means binding response below about 67% or above about 130%
# MEKK2 mut-MEK5 – signal of MEK5 binding to mutant human MEKK2 PB1 domain; bead flow cytometry, Alexa488-MEK5 binding to MEKK2 mutant; percent response, % at 10 µM; 290,000 tested, 0.35% active; in the data active means percent response above about 24%, passing the limit was not always enough; further: inactives centre near 1; some results filed as inactive read as strong as hits
# GalR3 antagonist – human GalR3 antagonism. O60755. HEK293 GalR3-CNG cAMP membrane potential fluorescence; galR3 body fused to GalR1 C-terminus. inhibition, % at 3 µM. 360,000 tested, 0.44% active. AID 651719;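 active means inhibition above the screen-wide average plus 3 SD, cut at about 13% in these data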;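 further: forskolin and galanin both at EC90 stimulate the cells; cAMP rise reported by CNG channel membrane potential dye signal; 0% = forskolin plus galanin with DMSO and 100% = forskolin alone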
# Target sequence (O60755 1-299 limits assumed): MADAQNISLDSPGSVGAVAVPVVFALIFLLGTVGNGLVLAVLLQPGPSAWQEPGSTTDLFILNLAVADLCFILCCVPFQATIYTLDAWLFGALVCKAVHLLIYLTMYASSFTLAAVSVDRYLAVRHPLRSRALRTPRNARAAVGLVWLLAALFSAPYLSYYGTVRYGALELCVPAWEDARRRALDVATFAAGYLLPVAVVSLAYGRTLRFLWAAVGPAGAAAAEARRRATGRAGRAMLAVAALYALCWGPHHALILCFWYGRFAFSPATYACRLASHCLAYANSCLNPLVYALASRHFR
# PfM18AAP inh – blocks P. falciparum M18 aspartyl aminopeptidase. recombinant PfM18AAP, H-Glu-NHMec fluorogenic cleavage. inhibition, % at 7.35 µM. 290,000 tested, 1.2% active. AID 1822;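 active means inhibition above the campaign mean inhibition over all tested compounds plus 3 SD, cut at about 28% in these data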;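 further: 0% = plate median of test compound wells and 100% = 2 mM ZnCl2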
# GPR7 antagonist – human neuropeptides B/W receptor 1 antagonism | inhibition, % at 4.4 µM | AID 1861 | 290,000 tested, 1.1% active | GPR7-expressing cells, fluorescence antagonist assay; in the data active means inhibition above about 16%, passing the limit was not always enough;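 further: cells stimulated with the agonist NPW; 0% = agonist with vehicle and 100% = vehicle without agonist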
# Target sequence (P48145 whole entry, looked up): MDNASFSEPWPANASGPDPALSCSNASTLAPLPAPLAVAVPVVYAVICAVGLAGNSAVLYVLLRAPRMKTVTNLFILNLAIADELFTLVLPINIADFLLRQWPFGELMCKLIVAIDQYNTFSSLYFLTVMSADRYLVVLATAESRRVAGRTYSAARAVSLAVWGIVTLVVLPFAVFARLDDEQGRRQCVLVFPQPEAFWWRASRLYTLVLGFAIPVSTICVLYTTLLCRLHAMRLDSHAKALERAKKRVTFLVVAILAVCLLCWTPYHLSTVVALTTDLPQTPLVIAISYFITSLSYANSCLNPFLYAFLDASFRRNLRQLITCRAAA
# NALP1 inh – NALP1 inhibition | AID 2071 | S. cerevisiae NALP1/ASC/caspase-1 growth, X-gal OD620, 72 h | 280,000 tested, 0.61% active | inhibition, % at 10 µM; in the data active means inhibition mostly above about 24%, no sharp cut-off; inactive means mostly below about 32%; further: some compounds called inactive have numbers as strong as hits
# * hit, by the source's call; · = no result given. Compounds were not picked by outcome; any-hit rate near 4.1%.
# Values in the order: OXTR potentiator	V1R ag counter	OXTR ag	MEKK2 WT-MEK5	MEKK2 mut-MEK5	GalR3 antagonist	PfM18AAP inh	GPR7 antagonist	NALP1 inh
> O=C(NCc1cccs1)c1ccc(Cl)s1
  -4	-0.6	-1.1	89	-8	-5	1	17	38
> CCC(C(=O)NCCc1c[nH]c2ccc(C)cc12)c1ccccc1 (stereo not drawn)
  -19	-0.5	-0.3	105	4	-12	-8	7	24
> Cc1ccc(C(=O)OCc2nc3ccsc3c(=O)[nH]2)o1
  2	0.9	0.2	·	·	-1	·	·	·
> CCN(C(=O)COC(=O)c1oc2ccc(OC)cc2c1C)C1CCCCC1
  -1	-1.4	-1.7	·	·	-1	·	·	·
> O=C(C1c2ccccc2C(=O)N2CCc3ccccc3C12)N1CCN(Cc2ccccc2)CC1 (stereo not drawn)
  -7	-0.9	-1.9	101	0	5	-2	-7	0
> COc1cccc(C(=O)n2c(SC)nc3cc4c(cc32)OCCO4)c1
  -1	-1.2	-0.7	96	4	-7	0	-4	13
> C=CCN1CN(Cc2ccco2)CNC1=S
  -7	0.5	0.9	101	0	-10	-2	-3	25
> Cc1cccnc1NC(=O)c1ccc(S(=O)(=O)N2CCCCC2)cc1
  0	-0.4	0.8	·	·	-1	·	·	·
> CCOC(=O)CSc1cc(CS(=O)c2ccc(Cl)cc2)nc(-c2ccccc2)n1 (stereo not drawn)
  -6	1.3	0.7	105	9	0	-6	-1	2
> Cc1cccc(C)c1NC1=NC(C)(C)N=C(N)N1
  -4	1.2	2.8	103	1	-3	2	-12	-10
> CCCCNC(=O)OC(C)CNC(=O)OC (stereo not drawn)
  -1	0.4	0.2	97	-4	-4	-1	-3	6
> CC(C)NC(=O)Nc1cccc2c1O[C@H](CN(C)S(=O)(=O)c1cccs1)[C@@H](C)CN([C@H](C)CO)C2=O
  3	1.4	1.4	·	·	-5	·	·	·
> O=C(CNC(=S)N(CCCN1CCOCC1)Cc1cccs1)N1CCOCC1
  2	-0.2	0.3	102	-1	-8	3	6	21
> C=CCNc1nc(NC(C)(C)CO)nc(OC)n1
  -4	0.8	0.4	96	5	-7	3	-10	-44
> c1csc(-c2nnc(N3CCCCCC3)c3ccccc23)c1
  -4	-1.4	-2.0	99	10	-6	2	3	40
> O=C(CNC(=O)[C@@H]1Cc2ccccc2CN1)Nc1ccc2c(c1)OCCO2
  -3	-0.2	0.3	102	-2	-1	-12	6	28
> CC(NC(=O)COC(=O)CNS(=O)(=O)/C=C/c1ccccc1)c1ccccc1 (stereo not drawn)
  -6	2.8	1.3	·	·	0	·	·	·
> C=CCn1c(CC(=O)OC)csc1=Nc1ccc(C(C)=O)cc1
  -7	2.2	0.6	105	5	-6	-8	-8	13
> CCCCC(=O)NC(c1ccc(Cl)cc1)c1ccc2cccnc2c1O (stereo not drawn)
  -1	2.5	-0.3	102	11	-10	1	1	·
> CC(C)Oc1ccc(C(=O)NC2CCS(=O)(=O)C2)cc1 (stereo not drawn)
  8	0.3	-0.4	104	5	-2	-7	-16	·

# Among those listed so far, two have an NH in an aromatic ring.
# Values in the order: OXTR potentiator	V1R ag counter	OXTR ag	MEKK2 WT-MEK5	MEKK2 mut-MEK5	GalR3 antagonist	PfM18AAP inh	GPR7 antagonist	NALP1 inh
> CCC(C(=O)NCCc1c[nH]c2ccc(C)cc12)c1ccccc1 (stereo not drawn)
  -19	-0.5	-0.3	105	4	-12	-8	7	24
> Cc1ccc(C(=O)OCc2nc3ccsc3c(=O)[nH]2)o1
  2	0.9	0.2	·	·	-1	·	·	·

# Next part
# Values in the order: OXTR potentiator	V1R ag counter	OXTR ag	MEKK2 WT-MEK5	MEKK2 mut-MEK5	GalR3 antagonist	PfM18AAP inh	GPR7 antagonist	NALP1 inh
> CCOC(=O)c1ccc(S(=O)(=O)N2CCN(CCc3ccncc3)CC2)cc1
  -3	2.5	5.0	·	·	-6	·	·	·
> O=C(Nc1ccc(-c2nc3cccnc3s2)cc1)c1ccc(Br)o1
  ·	·	·	110	5	·	-2	-9	·
> C=CCN=C(CC)C1=C(O)CCCC1=O
  -5	1.2	0.4	108	4	10	7	3	-3
> COc1cccc(OC)c1C(=O)NC(=S)Nc1ccc2c(c1)OCCO2
  1	0.4	-1.8	127	2	-2	1	-5	0
> COc1ccccc1N1CCN(C(=O)CN(Cc2ccccc2)S(C)(=O)=O)CC1
  -9	5.4	5.4	102	6	-6	0	3	2
> N#CCCCSc1nnc(-c2ccc(Cl)cc2)n1-c1ccccc1
  -6	-0.1	-1.6	103	0	-2	0	1	-13
> O=C(NC(=S)NCc1nc2ccccc2[nH]1)c1ccccc1F
  1	-0.3	-1.2	95	-7	-7	7	-12	-6
> C/C(=N\NC(=O)c1cccc(S(=O)(=O)N2CCOCC2)c1)c1ccc(OC(F)F)cc1
  0	-0.2	-0.7	·	·	-3	·	·	·
> Cn1c(C2=C(O)CN(Cc3ccccc3)C2=N)[n+](C)c2ccccc21
  -1	0.7	1.4	87	-14	-3	-11	-12	11
> CCCCOc1ccc(/C(N)=N/O)cc1
  -5	-0.3	1.2	98	-4	-5	-3	-8	28
> CCN1C(=O)/C(=C\c2ccc3c(c2)OCO3)C(C(=O)OC)=C1C
  -3	-0.6	-1.7	101	0	-3	0	-9	-8
> Cc1ccccc1-n1c(SCC(=O)N/N=C/c2c(C)nn(-c3ccccc3)c2C)nc2ccccc2c1=O
  -6	2.6	1.5	97	-1	-1	3	-12	·
> COc1ccc(NC(=O)Cc2c[nH]c3ccccc23)cc1S(=O)(=O)N1CCOCC1
  -20	0.3	0.8	100	2	-6	1	-12	0
> CC1(C)CC(=O)C(C=NCCN2CCN(C3CC(=O)N(c4ccc(Br)cc4)C3=O)CC2)=C(O)C1 (stereo not drawn)
  -16	0.9	-1.3	88	-13	1	-15	2	2
> Cc1cc(S(=O)(=O)N2CCCc3ccccc32)ccc1-n1cnnn1
  -9	14	3.1	105	0	-10	-13	-13	7
> Cc1c(Cc2ccccc2)c(=O)oc2cc(OCC(=O)NCc3ccccn3)ccc12
  -5	9.0	4.4	90	-9	-8	-10	3	5
> Cc1cc(-c2ccc(/C=N/n3cnnc3)o2)ccc1Cl
  -3	0.0	-0.9	92	-4	-10	16	-12	30
> CS(=O)(=O)c1ccc2nc(NC(=O)Nc3cccc(Cl)c3)sc2c1
  -10	11	12	94	-3	-3	-2	8	22
> C=CCn1c(=O)c(C(=O)NCc2ccccc2Cl)c(O)c2ccccc21
  -13	2.1	1.2	106	2	-8	3	-35	6
> Nc1ccc2oc(-c3ccccn3)nc2c1
  4	0.8	0.7	109	5	0	-9	-7	-6

# Additional entries:
compound	OXTR potentiator	V1R ag counter	OXTR ag	MEKK2 WT-MEK5	MEKK2 mut-MEK5	GalR3 antagonist	PfM18AAP inh	GPR7 antagonist	NALP1 inh
O=C(c1ccc(S(=O)(=O)Nc2ccccc2)cc1)N1CCCC1	-7	2.6	1.7	·	·	-4	·	·	·
COc1ccccc1NC(=O)COC(=O)c1c[nH]c(=O)[nH]c1=O	-2	-0.1	0.9	107	10	-1	-11	10	·
Cc1cc(C(=O)N/N=C/c2ccc3ccccc3c2)n[nH]1	·	·	·	96	0	-6	3	2	8
COC(=O)c1c(NC(=O)c2cccc(S(=O)(=O)N3CCN(C)CC3)c2)sc(C)c1C	-10	-1.3	0.3	·	·	-2	·	·	·
COc1cccc(C(C(=O)NC(C)(C)C)N(CCc2ccccc2)C(=O)CCC(=O)Nc2cc(C)on2)c1OC (stereo not drawn)	3	-0.1	-1.6	105	4	-9	0	-16	5
CC1CCN(C(=O)CSc2nc(N)c3c4c(sc3n2)CN(C)CC4)CC1	·	·	·	98	12	·	9	-9	17
COC(=O)CC1C(=O)NCCN1C(=S)NC(=O)C(c1ccccc1)c1ccccc1 (stereo not drawn)	0	0.0	0.8	114	5	-6	2	-1	10
CC(C)(C)C1CCc2onc(C(=O)Nc3cnn(Cc4ccc(F)cc4)c3)c2C1 (stereo not drawn)	-1	-0.8	0.3	92	0	-3	9	-5	34
O=C(NCc1nnc2c(C(F)(F)F)cc(Cl)cn12)C1CCCC1	-7	0.2	0.1	104	5	0	0	-14	3
COc1cccc(C(=O)Nc2ccc(C(=O)NCC(C)C)cc2)c1	-3	-0.1	0.4	90	-9	-6	-1	1	11
CC(C)C(NC(=O)c1ccccc1NC(=O)c1ccccc1)C(=O)NNC(=O)c1ccncc1 (stereo not drawn)	-4	0.8	-1.1	96	-1	-7	-6	-11	-19
CCN1C(=O)c2cccc3c(S(=O)(=O)Nc4ccncc4)ccc1c23	-8	0.3	-0.3	104	2	·	0	3	-2
Cc1ccc(NC(=O)Cn2cccc2)cc1Cl	-7	-0.2	-0.6	103	-1	·	3	8	·
CCOC(=O)c1ccc(NC(=O)Cn2c(C)nc3c(sc(=S)n3CC)c2=O)cc1	-14	0.0	-0.2	101	5	-7	3	-8	6
N#Cc1ccccc1CSc1nc(N)cc(N)n1	·	·	·	97	-2	1	16	-4	22
O=C(NCCCN1CCOCC1)c1ccc2c(c1)N(Cc1c(F)cccc1Cl)C(=O)CS2	-7	0.8	0.3	106	7	-7	-1	0	18
O=C(CCCNS(=O)(=O)c1ccccc1)NCc1ccco1	-1	0.4	0.6	99	4	1	-5	-3	13
COc1ccc(C2C(C(=O)NCc3cccnc3)c3ccccc3C(=O)N2C)cc1OC (stereo not drawn)	0	1.3	0.5	101	0	-1	-5	4	7
Nc1nc(N2CCN(c3ccccn3)CC2)nc2ccccc12	-9	0.2	0.2	114	11	-8	-4	-4	13
CC(=NCCCn1ccnc1)c1c(C)[nH]n(-c2ccc([N+](=O)[O-])cc2)c1=O	-9	0.9	1.1	105	-6	-7	-2	-4	5
CC1CCCCC1NC(=O)C1CCN(S(=O)(=O)c2cccc3nonc23)CC1 (stereo not drawn)	-2	0.6	0.8	87	-4	-7	2	-14	6
Cc1cc(C)c2c(CN3CCOCC3)cc(=O)oc2c1	0	-2.4	-2.5	94	-7	-2	0	-1	·
CCOC(=O)c1ccccc1NC(=O)COC(=O)C1CC(=O)N(c2ccc3c(c2)OCCO3)C1 (stereo not drawn)	-5	0.9	-2.4	·	·	-5	·	·	·
COc1ccc(S(=O)(=O)N2CCCCC2)cc1NC(=O)CN1C(=O)NC(C)(C2CC2)C1=O (stereo not drawn)	-1	0.4	0.8	·	·	-2	·	·	·

# In the list so far, 2 contain bromine:
compound	OXTR potentiator	V1R ag counter	OXTR ag	MEKK2 WT-MEK5	MEKK2 mut-MEK5	GalR3 antagonist	PfM18AAP inh	GPR7 antagonist	NALP1 inh
O=C(Nc1ccc(-c2nc3cccnc3s2)cc1)c1ccc(Br)o1	·	·	·	110	5	·	-2	-9	·
CC1(C)CC(=O)C(C=NCCN2CCN(C3CC(=O)N(c4ccc(Br)cc4)C3=O)CC2)=C(O)C1 (stereo not drawn)	-16	0.9	-1.3	88	-13	1	-15	2	2
